EPAC1 antagonist – qHTS for Antagonist of cAMP-regulated guanine nucleotide exchange factor 3 (EPAC1): primary screen; EPAC1 GEF assay, Rap1b-BODIPY-GDP exchange fluorescence; Potency, µM (series often up to 115 µM), for inactives: at the top dose activity change, negative = inhibition, usual class: inhibitors; actives 0.14% (n = 360,000);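 also: potency is read from the fitted curve at half-maximal effect; plate controls were vehicle for no effect and positive control for full effect; nearly all actives have a fitted effect of over 50% in size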
PLK1 PBD inh – qHTS for Inhibitors of PLK1-PDB (polo-like kinase 1 - polo-box domain): Primary Screen; Plk1 PBD binding of FITC phosphopeptide, fluorescence polarization; Potency, µM, for inactives: max response, negative = inhibition, usual class: inhibitors; actives 2.8% (n = 360,000); also: potency is read from the fitted curve at half-maximal effect; series mostly up to about 57 µM; % is scaled to controls: 0 for no effect and ±100 for the full control effect; nearly all actives have a fitted effect of over 65% in size
Target sequence (P53350 whole entry, looked up, the tested form may be a part): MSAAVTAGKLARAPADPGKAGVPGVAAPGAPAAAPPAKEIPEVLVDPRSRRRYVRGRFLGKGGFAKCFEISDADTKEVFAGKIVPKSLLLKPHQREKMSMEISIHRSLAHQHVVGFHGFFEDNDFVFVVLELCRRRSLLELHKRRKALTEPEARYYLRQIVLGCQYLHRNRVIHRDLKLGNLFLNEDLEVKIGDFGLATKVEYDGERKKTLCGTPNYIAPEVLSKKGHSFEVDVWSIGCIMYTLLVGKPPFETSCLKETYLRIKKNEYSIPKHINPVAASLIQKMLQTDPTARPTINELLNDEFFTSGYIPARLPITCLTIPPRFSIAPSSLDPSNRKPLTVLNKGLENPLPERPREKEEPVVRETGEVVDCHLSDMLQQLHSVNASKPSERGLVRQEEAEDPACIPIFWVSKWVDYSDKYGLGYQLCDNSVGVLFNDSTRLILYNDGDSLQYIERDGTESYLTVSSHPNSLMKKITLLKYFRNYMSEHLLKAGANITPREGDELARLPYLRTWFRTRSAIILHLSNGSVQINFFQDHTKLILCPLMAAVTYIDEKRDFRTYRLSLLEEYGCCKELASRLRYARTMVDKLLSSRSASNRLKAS
WRN inhibitor – qHTS for Inhibitors of WRN Helicase. actives 0.46% (n = 360,000). Potency, µM (highest dose often 114 µM), inactives show at the top dose activity change, negative = inhibition, most hits filed as inhibitors. AID 651768, 2012. WRN helicase unwinding, fluorescent forked duplex, kinetic; also: potency is read from the fitted curve at half-maximal effect; % is scaled to controls: 0 for no effect and ±100 for the full control effect; nearly all actives have a fitted effect of over 55% in size
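WRN at 20 nM final preincubated with compound 15 min at room temperature; reaction started with 100 nM fluorophore/quencher forked duplex oligonucleotide and 2 mM ATP final. Unwinding followed kinetically by red fluorescence (ex 525, em 598 nm).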
IL2 activator – qHTS of IL-2 Activators; IL-2 activation reporter assay, cell-based qHTS; stimulated with anti-CD3/CD4/CD28 beads; in transgenic mouse T cells; activation, % (series mostly up to about 46 µM); actives 0.065% (n = 360,000); AID 652025, 2013; in the data active = activation above about 50%; inconclusive = mostly about 30% to 49%; also: 0% is about no effect
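Readout: EGFP and DsRed signals by fluorescent plate cytometry. Unstimulated transgenic mouse T cells received compound 60 min before antibody-bead stimulation, then incubated 18 h at 37 degrees C.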
PI5P4Ka inh – qHTS for Inhibitors of phosphatidylinositol 5-phosphate 4-kinase (PI5P4K) | Phosphatidylinositol 5-phosphate 4-kinase type-2 alpha (Homo sapiens), P48426 | PI5P4Kalpha enzyme, ADP-Glo luminescence, 60 min; stronger effect = lower value | max response, % | actives 1.2% (n = 330,000); active = max response of -50% or lower; inconclusive = between -30% and -50%; inactive = -30% or higher; also: value at the top dose of about 77 µM; % is scaled to controls: 0 for no effect and ±100 for the full control effect
Target sequence (P48426 whole entry, looked up): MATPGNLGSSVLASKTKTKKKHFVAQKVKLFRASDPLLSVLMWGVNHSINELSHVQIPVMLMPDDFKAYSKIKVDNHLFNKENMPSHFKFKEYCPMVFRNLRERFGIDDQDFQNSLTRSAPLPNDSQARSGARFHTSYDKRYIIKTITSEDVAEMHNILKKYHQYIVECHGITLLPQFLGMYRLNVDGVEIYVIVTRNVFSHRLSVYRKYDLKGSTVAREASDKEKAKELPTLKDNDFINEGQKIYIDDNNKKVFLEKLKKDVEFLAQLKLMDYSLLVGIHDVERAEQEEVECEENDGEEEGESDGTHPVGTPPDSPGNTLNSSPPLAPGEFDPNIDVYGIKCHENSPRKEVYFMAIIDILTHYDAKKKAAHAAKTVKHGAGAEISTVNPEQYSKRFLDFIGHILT
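Enzyme plus substrate dispensed, test compounds pinned in, then ATP (5 microM final) added. After 60 min at RT, ADP-Glo reagent 1 for 45 min and reagent 2 for 30 min preceded luminescence imaging.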
CCT modulator – High-Throughput Screening for Modulators of Cytosolic Chaperonin Activity; purified chaperonin ATPase assay, HTRF ADP detection, 30 min; activity change, % (no concentration beside the values), hits read low; actives 0.3% (n = 360,000); in the data active = activity change below about -30%; also: % is scaled to controls: 0 for no effect and ±100 for the full control effect
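ATPase activity: ADP formed was measured by HTRF Transcreener (665/615 nm ratio) after 30 min at 37 deg C with 10 uM ATP. Compounds screened at one 76 uM concentration against 40 or 20 nM TRiC in Tris pH 7.4/KCl/MgCl2/DTT buffer.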
EPAC2 agonist – qHTS for Agonist of cAMP-regulated guanine nucleotide exchange factor 4 (EPAC2): primary screen. Rap guanine nucleotide exchange factor 4 (Homo sapiens), Q8WZA2. EPAC2 activation, biochemical qHTS; response scale: 100% = 6.5 mM cAMP response. Potency, µM (top dose mostly 154 µM), for the others: at the highest dose activation, actives largely listed as activators. actives 0.079% (n = 360,000). AID 720711, 2013; also: potency is read from the fitted curve at half-maximal effect; nearly all actives have a fitted effect of over 50% in size
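qHTS, titration series. 100 nM EPAC2 / 250 nM Rap1B-BODIPY-GDP / 50 uM GDP; RT; ex 480/em 540 nm, 5-min reads to 30 min. Norm. to 6.5 mM cAMP = activation.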
EPAC1 ag – qHTS for Agonist of cAMP-regulated guanine nucleotide exchange factor 3 (EPAC1): primary screen | EPAC1 agonist qHTS, biochemical assay; response scale: 100% = response to 6.5 mM cAMP | Potency, µM (top dose mostly 154 µM), without a hit: top-dose activation, hits mostly activators | actives 0.073% (n = 360,000); also: potency is read from the fitted curve at half-maximal effect; nearly all actives have a fitted effect of over 60% in size
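EPAC1 100 nM, Rap1B–BODIPY-GDP 250 nM, unlabeled GDP 50 uM; compound titration; 5 min RT; kinetic read ex480/em540 at 5-min intervals ×30 min; data normalized to 6.5 mM cAMP agonist control.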
* hit, by the source's call; ? = inconclusive; · = not tested or not shown; [ ] = dose if it differs, or a comment. Unless noted, calls follow the shape of the dose curve; as a rule, active = well fitted curve in the direction sought with a large enough effect; inconclusive = small, poorly fitted or top-dose-only effect, or another doubt; inactive = no such curve, though single readings can be large; an effect the other way counts as inactive or inconclusive. This is a subset; rates above refer to the full screens.

Molecule	EPAC1 antagonist	PLK1 PBD inh	WRN inhibitor	IL2 activator	PI5P4Ka inh	CCT modulator	EPAC2 agonist	EPAC1 ag
c1cnc(N2CCN(Cc3c[nH]c4ccccc34)CC2)nc1	2.8%	-7.0%	2.9%	-0.8	10.9	-3.2	-78.4%[inhibitor][15.6 µM]	-3.1%
Cc1nc(C(=O)NCC(=O)c2ccc(Cl)cc2)c(C(F)(F)F)o1	38.0%[activator]	-4.8%	-6.8%	-0.5	3.3	1.7	2.6%	2.2%
CC(C)(C)c1ccc(/C=C/C(=O)Nc2cccnc2)cc1	8.2%	2.7%	8.0%	-6.0	13.7	-4.4	3.1%	-1.0%
CCOc1ncccc1C(=O)OCC(=O)Nc1c(C)cccc1C	-15.5%	-1.8%	-4.6%	-1.1	1.6	-0.9	4.9%	8.9%
C[C@H](NC(=O)C1CCN(S(=O)(=O)c2ccccc2)CC1)C(=O)NCc1ccccc1	-1.8%	?	0.6%	-1.8	0.7	-7.4	-0.2%	-10.8%
COc1ccc(/C=C/C(=O)NCC(=O)N/N=C/c2ccc(OC)cc2)cc1	?	-23.6%	?	-2.1	-7.5	-0.7	1.8%	1.2%
Cn1c(CN2CCOCC2)nnc1SCC(N)=O	-10.1%	-10.9%	-7.5%	0.4	-0.9	-0.9	10.5%	7.2%
CC(NC(=O)C(NS(=O)(=O)c1cccs1)C(C)C)c1ccc(S(N)(=O)=O)cc1 (stereo not drawn)	-10.9%	-12.5%	6.4%	-0.7	0.8	-1.7	10.9%	16.3%
CC(Sc1nnc(-c2cccnc2)n1C)C(=O)N1CCOCC1 (stereo not drawn)	14.1%	-11.2%	4.2%	-0.1	8.0	1.3	4.2%	-0.2%
CCOc1ncccc1C(=O)OCC(=O)NCCc1ccc(S(N)(=O)=O)cc1	5.6%	3.5%	-0.2%	0.4	6.7	1.2	9.7%	23.8%

Other results
Molecule	EPAC1 antagonist	PLK1 PBD inh	WRN inhibitor	IL2 activator	PI5P4Ka inh	CCT modulator	EPAC2 agonist	EPAC1 ag
Cc1cc(C)c(S(=O)(=O)Nc2nnc(CC(C)C)s2)c(C)c1	3.9%	-6.9%	1.6%	2.7	1.1	1.3	6.7%	-6.7%
Cn1cnc(S(=O)(=O)N2CCN(c3ccc(Cl)cc3)CC2)c1	9.2%	-5.4%	10.6%	-2.3	4.4	-0.9	6.2%	-2.5%
CC(=O)N1[C@H](Cc2ccccc2)C=C[C@]1(C)C(=O)NCc1ccccn1	0.5%	0.9%	4.2%	0.1	3.8	0.2	1.1%	-11.3%
C[C@H]1CN([C@@H](C)CO)C(=O)CCCn2nncc2CO[C@H]1CN(C)C(=O)Nc1ccnc(N2CCOCC2)c1	11.4%	-6.5%	0.3%	-1.5	-3.2	2.2	5.9%	-29.4%
C[C@@H]1CN([C@@H](C)CO)C(=O)c2cccc(NC(=O)Nc3ccccc3)c2O[C@H]1CN(C)C(=O)Nc1cccc2ccccc12	-5.3%	-0.5%	-7.7%	-4.0	9.0	0.8	3.5%	-12.7%
C/C(=N\NC(=O)C(N)=O)c1cccc(C(F)(F)F)c1	16.2%	-20.5%	1.1%	-0.5	-3.2	-4.5	7.2%	11.3%
CC1(C)CC(=O)c2cn3nc(C(F)(F)F)nc3nc2C1	5.7%	0.5%	-3.6%	-1.5	·	1.5	3.7%	-3.7%
CC(C)CN(C(=O)Cn1c(Cl)nc2c1c(=O)n(C)c(=O)n2C)C1CCS(=O)(=O)C1 (stereo not drawn)	-2.3%	-3.7%	4.2%	1.9	7.9	-2.6	4.4%	1.1%
O=C(Nc1ccc(O)c(-c2nc3ccccc3s2)c1)C1=COCCO1	5.9%	0.9%	-1.6%	-0.2	-0.3	1.0	-5.9%	5.2%
COc1ccc(C2CC(=O)C(C=NCCO)=C(O)C2)cc1OC (stereo not drawn)	2.2%	-11.7%	8.7%	-0.1	5.2	1.2	7.7%	3.5%

Next section:
Molecule	EPAC1 antagonist	PLK1 PBD inh	WRN inhibitor	IL2 activator	PI5P4Ka inh	CCT modulator	EPAC2 agonist	EPAC1 ag
CN(C)/C=C1/Nc2ccccc2C1=O	-4.4%	26.7µM*	-14.2%	-3.2	-17.1	-0.5	8.4%	5.1%
COc1ccc(NC(=S)N2CCc3cc(OC)c(OC)cc3C2)cc1	?	-13.8%	3.6%	0.4	-4.3	-2.9	0.5%	1.4%
COC(=O)C1C(=O)c2c([nH]c(C(=O)OCCOC(C)C)c2C)CC1C (stereo not drawn)	-0.7%	0.8%	-6.3%	-2.5	-1.5	-1.3	0.4%	-3.3%
COc1cccc(C2SCC(=O)N2c2cccc(C)c2)c1OC (stereo not drawn)	-1.6%	-0.2%	3.0%	-0.9	-3.9	-6.6	5.6%	-18.6%
CCC(C)Sc1nc2ccccc2c(=O)[nH]1 (stereo not drawn)	-19.5%	-2.1%	-0.5%	-0.2	3.6	-2.9	-3.0%	-5.9%
COc1ccc([C@H]2CC(=O)C=C(c3ccccc3Oc3ccccc3)C2)cc1	-6.9%	4.9%	-10.1%	-3.7	11.9	-6.8	11.6%	-11.8%
CCOC(=O)c1cc(NC(=O)N(C)C2CCCCC2)c(C)nc1C	6.6%	-6.1%	2.3%	1.9	-2.4	-0.4	10.4%	5.9%
Cc1nc2c(OCc3ccc(C(F)(F)F)cc3)cccn2c1N(C)Cc1cccs1	-4.2%	-14.6%	-5.7%	-0.7	-5.7	-1.6	4.8%	-2.0%
Cc1ccc(NC(=O)C2CC(=O)N/C(=N/N=C/c3ccco3)S2)cc1 (stereo not drawn)	-9.7%	-8.5%	4.9%	-1.1	6.5	3.4	-1.6%	-7.0%
Cc1ccc(OCC(=O)N2CCN(C(=O)c3cccnc3)CC2)cc1	-17.5%	-6.9%	10.4%	-1.4	-4.0	-2.7	11.9%	3.2%

The list continues.
Molecule	EPAC1 antagonist	PLK1 PBD inh	WRN inhibitor	IL2 activator	PI5P4Ka inh	CCT modulator	EPAC2 agonist	EPAC1 ag
Cc1ccc(S(=O)(=O)NCC(c2cccnc2)N2CCc3ccccc32)cc1 (stereo not drawn)	-10.6%	-2.1%	-6.5%	0.1	-0.9	-49.3*	12.8%	12.5%
COc1cccc(NC(=O)CNC(=O)Cn2cnc3sc4c(c3c2=O)CCCC4)c1	11.4%	1.5%	6.2%[57.1 µM]	-4.6	-1.8	-1.1	-5.0%	7.9%
Cc1ccc(NC(=O)COC(=O)COc2ccc3ccc(=O)oc3c2)cc1[N+](=O)[O-]	4.0%	0.0%	2.5%	0.5	-13.9	1.1	6.9%	1.6%
CC(=O)N1c2ccc(S(=O)(=O)N3CCC(C(=O)NC(C)c4ccccc4)CC3)cc2CC1C (stereo not drawn)	-24.4%	-3.3%	-3.1%	-1.0	0.5	-0.5	7.0%	12.2%
O=C(O)CC[C@@H](C(=O)O)N1C(=O)c2ccccc2C1=O	-0.5%	-10.5%	-5.9%	-0.3	1.2	-0.3	5.4%	-8.6%
O=C(Nc1ccccc1)N1CCC(C(=O)N(Cc2ccco2)Cc2cccs2)CC1	4.6%	-0.8%	8.5%	0.5	2.9	-1.0	1.4%	0.0%
CCOc1nc(-c2ccccc2)ccc1-c1noc(-c2ccco2)n1	9.1%	5.0%	-0.1%	-2.8	0.1	-0.1	-3.9%	1.4%
O=C(OCc1ccccc1)Oc1cncc(C(=O)O)c1	-24.7%	-9.6%	-1.7%	0.1	·	-0.3	13.8%	12.3%
CC(=O)Oc1c(C(C)C)cc(N(C(C)=O)c2ccccc2)cc1C(C)C	-5.4%	-0.2%	-4.5%	-3.6	1.6	2.8	-2.5%	-0.4%
O=C(Cn1nc(-c2ccccc2)c2ccccc2c1=O)Nc1ccc2c(c1)nc1n2CCOC1	-1.7%	2.6%	-11.2%	-0.3	0.1	0.3	-8.0%	-5.5%

Next records.
Molecule	EPAC1 antagonist	PLK1 PBD inh	WRN inhibitor	IL2 activator	PI5P4Ka inh	CCT modulator	EPAC2 agonist	EPAC1 ag
O=C(O)C(Cc1ccccc1)N1CCS(=O)(=O)CC1 (stereo not drawn)	-21.9%	-10.0%	-2.3%	-0.5	5.0	-0.4	17.6%	-0.4%
CCCn1c(N)c(N(CCOC)C(=O)c2ccc([N+](=O)[O-])cc2Cl)c(=O)[nH]c1=O	10.5%	-3.8%	-3.3%	-0.4	0.7	-1.7	10.2%	8.7%
COc1ccc(C(=O)OCN2C(=O)c3ccccc3C2=O)cc1	-10.3%	-12.4%	-13.7%[57.1 µM]	-2.7	1.0	-0.1	-1.2%	11.6%
N#C/C(=C\c1ccco1)C(=O)NCc1ccccc1	2.8%	?	4.8%	0.4	1.1	0.0	16.4%	-6.9%
COc1cc(OC)c2ccc(=O)oc2c1C(CCN1CCCCC1)c1ccc(N(C)C)cc1 (stereo not drawn)	19.3%	-0.9%	4.3%	-0.3	-8.3	-0.4	9.9%	0.3%
CC(=NCCN1CCNCC1)C1=C(O)CC(C)(C)CC1=O	4.1%	-18.2%	-15.7%	-1.4	·	0.4	9.0%	-7.5%
COc1ccc(C(C)NC(=O)C2C(=O)NC3(C)CC2c2ccccc2O3)cc1 (stereo not drawn)	-15.5%	-1.6%	-10.1%	-0.6	2.8	0.8	0.1%	-2.9%
CC(C)C[C@@H]1CN(CCCC[C@H]2CNC(=O)C(=O)N2CCC2CCCCC2)C(=O)C(=O)N1CCC1CCCCC1	-8.7%	-15.4%	4.3%	-0.2	-13.5	0.7	5.1%	-9.3%
O=C(CCn1cccc1)Nc1cccc(F)c1	13.0%	-3.2%	7.8%	-0.1	-6.6	-2.1	5.9%	-5.0%
Cc1ccc(CCN2C(=O)c3ccccc3C2C(=O)NCc2cccnc2)cc1 (stereo not drawn)	-3.1%	-2.5%	-14.2%	-2.6	2.6	2.2	-0.6%	9.1%

Assay outcomes from PubChem BioAssay.
